Screening results (PubChem)
CYP2C9 activ: CYP2C9 (human) activation | P11712 | hit rate 1.4% among 96,000 | activation factor at 5 µM | recombinant CYP2C9, luciferin-H conversion, luminescence; active compounds read high; factor 1 = untreated enzyme, 0 = blocked;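 active means activation factor of 2 or more for CYP2C9 at a 5 µM dose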;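 further: 0 = sulfaphenazole-blocked wells and 1 = vehicle-only wells; values of inactives mirror those of a sister screen read the other way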
CD11b adhes inh: inhibitors of human CD11b/CD18 binding to fibrinogen | K562 CD11b/CD18 adhesion to fibrinogen, ATPlite luminescence; Mn2+ added to activate the integrin | hit rate 0.54% among 93,000 | inhibition, % at 10 µM;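 active means primary inhibition of 50% or more at 10 µM, then 40% or more on retest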; further: some results filed as inactive read as strong as hits
Target sequence (P05107 whole entry, looked up, other chains not shown): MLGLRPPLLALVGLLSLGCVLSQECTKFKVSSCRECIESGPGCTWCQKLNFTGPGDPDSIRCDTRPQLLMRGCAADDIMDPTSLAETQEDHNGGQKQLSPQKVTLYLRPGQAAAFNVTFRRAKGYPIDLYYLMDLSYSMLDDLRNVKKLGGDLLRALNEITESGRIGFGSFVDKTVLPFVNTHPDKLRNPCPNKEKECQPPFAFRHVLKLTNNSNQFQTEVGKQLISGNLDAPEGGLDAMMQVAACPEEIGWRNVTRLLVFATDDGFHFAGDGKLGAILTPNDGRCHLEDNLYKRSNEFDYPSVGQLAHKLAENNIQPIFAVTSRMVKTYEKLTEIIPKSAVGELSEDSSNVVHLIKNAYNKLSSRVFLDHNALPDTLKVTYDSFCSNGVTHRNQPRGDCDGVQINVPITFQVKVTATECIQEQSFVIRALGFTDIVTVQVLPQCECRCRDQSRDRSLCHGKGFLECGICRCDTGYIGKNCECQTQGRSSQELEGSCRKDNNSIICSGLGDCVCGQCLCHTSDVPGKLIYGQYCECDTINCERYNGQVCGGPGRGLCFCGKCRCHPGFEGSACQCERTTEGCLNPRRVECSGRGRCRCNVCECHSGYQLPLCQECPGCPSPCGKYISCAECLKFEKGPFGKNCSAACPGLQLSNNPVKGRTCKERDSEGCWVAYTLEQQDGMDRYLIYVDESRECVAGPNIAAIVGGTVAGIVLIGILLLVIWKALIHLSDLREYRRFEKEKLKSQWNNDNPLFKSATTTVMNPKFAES
PLAP activator: activates human placental alkaline phosphatase. P05187. purified PLAP enzyme, luminescent substrate read-out; active compounds read high. hit rate 1.2% among 96,000. activation fold at 20 µM; in the data active means activation fold above about 2
CYP2C19 activ: activators of human cytochrome P450 2C19 | AID 1025 | activation factor at 5 µM | recombinant CYP2C19, luciferin-H EGE luminescence; active compounds read high; 0 = fully inhibited enzyme, 1 = untreated enzyme | 96,000 tested, under 10 active;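 active means activation factor of at least 2 at 5 µM in the primary screen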;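 further: 0 = wells with 2.5 mM tranylcypromine and 1 = vehicle-only wells; values of inactives mirror those of a sister screen read the other way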
CYP2C19 inhib: blocks human cytochrome P450 2C19. CYP2C19 Supersomes, luciferin-H EGE luminescence, 30 min. P33261. AID 778. hit rate 21% among 96,000. inhibition, % at 5 µM;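 active means CYP2C19 inhibition above a set limit at 5 µM in the primary screen, cut at about 50% in these data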;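 further: plate controls were negative control wells for no effect and 2.5 mM tranylcypromine positive control for full effect; values of inactives mirror those of a sister screen read the other way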
PTK2B oligo ant: Pyk2 (human) oligomerization antagonism. Q293 cells, Pyk2 FERM NanoBiT luminescence; active compounds read low. z-score (the deposit names both 25 µM and 10 µM). Q14289. hit rate 0.83% among 99,000;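 active means Z-score of -3 or lower, scaled per plate to the spread of control and sample wells; inactive means z-score above -3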;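 further: negative z-score means lost luminescence so less FERM oligomerization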
CYP2C9 inhib: blocks human cytochrome P450 2C9 | P11712 | CYP2C9 Supersomes, luciferin-H conversion, luminescence | inhibition, % at 5 µM | hit rate 20% among 96,000;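 active means blocking of liver enzyme CYP2C9 beyond about 50% at 5 µM, limit read from the data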; further: values of inactives mirror those of a sister screen read the other way
MT1-MMP txn act: MT1-MMP promoter transcription activation; HT1080 MT1-MMP promoter luciferase reporter, luminescence, overnight; active compounds read high; activation factor at 10 µM; hit rate 0.16% among 86,000;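 active means activation factor of at least 2 for MT1-MMP transcription at 10 µM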
CD11b adhes enh: CD11b/CD18-fibrinogen binding enhancement | K562 CD11b/CD18 adhesion to fibrinogen, ATPlite luminescence | activation, % at 10 µM | hit rate 0.07% among 93,000;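 active means 10 µM primary screen giving 50% or more activity, confirmed by 40% or more on retest at that dose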; further: strong numbers were not always called active; reference of the scale not given here
* marks the source's active call; other numbers are inactive results; · = no result given.

SMILES	CYP2C9 activ	CD11b adhes inh	PLAP activator	CYP2C19 activ	CYP2C19 inhib	PTK2B oligo ant	CYP2C9 inhib	MT1-MMP txn act	CD11b adhes enh
CCn1cc(Br)c(C(=O)Nc2ccc(OC)cc2)n1	0.8	-7	0.9	0.3	74*	-0.23	20	1.2	-3
COc1cccc(C(c2nnnn2Cc2ccccc2)N2CCN(C(=O)c3ccco3)CC2)c1OC (centres undefined)	0.6	-22	1.7	0.6	37	-0.55	43	0.7	1
Fc1ccc(-c2nnc(CSc3nnc(-c4cccs4)o3)o2)cc1	0.7	-27	0.8	0.7	29	1.9	35	1.3	5
CCOc1cc(CNc2ccccc2)cc(Br)c1OCC(=O)NC(C)(C)C	0.5	-12	1	0.5	50	-0.8	46	·	-5
Cc1cc(N2CCOCC2)nc(SCC(=O)c2ccc(Cl)cc2)n1	0.8	2	1.3	0.2	80*	-0.11	23	1.2	6
CN(C)CCCOC(=O)c1ccc(Br)cc1	1.3	-13	1.1	0.9	5	0.35	-25	1.3	-1
COc1nc(Oc2ccc(/C=N/O)cc2)nc(N(C)C)n1	1	·	1	1	2	-0.14	-1	1.2	·
O=C(NCC(=O)N(Cc1ccco1)C(C(=O)NC1CCCCC1)c1cccnc1)c1cccs1 (centres undefined)	0.7	-12	1.5	0.4	57*	-0.88	29	1.1	-3
N#Cc1ccc(CSc2ncnc3c2cnn3Cc2ccccc2)cc1	0.8	1	0.9	0.9	11	-1.1	16	1	-3
COc1ccccc1CC(=O)N1CCCc2ccccc21	2.6*	-4	0.8	0.3	67*	0.12	-157	1.1	1
COC(=O)c1c(NC(=O)CSc2nnnn2-c2ccccc2)sc2c1CCC(C(C)(C)C)C2 (centres undefined)	0.5	8	1.3	0.9	5	-0.4	46	·	4
Cc1ccccc1OC(=O)C1C(c2ccccc2)C(C(=O)O)C1c1ccccc1 (centres undefined)	1	4	1.2	1.1	-6	-0.47	2	1.1	-5
COc1cc2c(cc1OC)CN(CC(=O)Nc1ccc3c(c1)OCO3)CC2	0.6	·	1.1	0.8	16	0.59	40	1.1	·
CC(=O)NCCc1ccc(S(=O)(=O)N2CCOCC2)cc1	0.9	-3	1	0.9	10	1.1	12	1.1	0
CCOC(=O)Cc1csc(Nc2c(C)n(C)n(-c3ccccc3)c2=O)n1	1	8	1.2	1	1	-0.04	3	1.1	6
CSc1ccccc1-n1nnnc1SCC(=O)Nc1cc(C)ccc1C	3.1*	-4	0.6	0.7	31	-2	-208	1.1	-2
COc1cccc(NC(=O)c2ocnc2C)c1	0.9	5	1	0.8	25	0.39	8	1.7	4
Cc1noc(C(=O)Nc2cccnc2)c1Cl	1.1	-13	0.9	1	-1	·	-8	·	0
O=C(CSc1nc(O)cc(=O)n1-c1ccccc1)NCc1ccccc1	0.9	6	1.1	1.1	-7	0.05	5	1.1	4
Cc1ccc(-c2ccc(C3C(C#N)=C(N)Oc4n[nH]c(C)c43)o2)cc1 (centres undefined)	0.6	·	1.1	0.9	14	-0.51	38	1.4	·
COc1ccc(C(=O)Nc2cc([N+](=O)[O-])ccc2N2CCN(C)CC2)cc1	1	-4	1.3	1.1	-7	0.86	-1	·	-5
CC1CCN(S(=O)(=O)c2ccc(N/N=C(/C#N)C(N)=O)cc2)CC1	0.7	-11	1	0.8	24	-0.98	27	·	-4
COc1ccc(OC)c(-c2cc(C(=O)N3CCN(c4ncccn4)CC3)c3ccccc3n2)c1	0.1	·	1.3	0.3	65*	-0.06	89*	1.2	·
O=C(C1CCC(=O)N1C1CCCCC1)N1CCN(c2ccc(F)cc2)CC1 (centres undefined)	1	-3	1.2	1	-3	-0.42	2	1.1	0
CCOc1ccc(S(=O)(=O)N(CC(=O)O)c2ccccc2)cc1	0.8	5	1.1	1	2	1.6	18	1.1	-1
CCCCCOC(=O)CSc1n[nH]c(=O)[nH]c1=O	1	-2	1.2	0.8	15	0	1	1.2	-2
CCC1CCCCN1C(=O)CN1C(=O)CSC1=O (centres undefined)	0.9	-2	1.2	0.8	16	0.12	13	0.9	-2
O=C(CCSc1ccccc1)NCCN1CCOCC1	1	-16	1	0.5	49	-0.43	-2	1.1	-1
COc1cccc(NC(=S)N2CCN(C/C=C/c3ccccc3)CC2)c1	1	·	1.3	0.9	12	-0.05	2	·	·
COc1cc(OC)c(C(=O)Oc2ccc3c(c2)OCO3)cc1OC	0.7	18	1.7	0.7	30	0.69	32	1.1	-2
COC(=O)c1[nH]c2ccccc2c1NC(=O)CN1CC(C)OC(C)C1 (centres undefined)	1.1	-2	1.1	1.1	-9	0.56	-11	·	-4
COc1ccc(C(=O)O/N=C(/C)c2cccs2)cc1	0.1	71*	0.9	0.5	48	0.12	91*	·	-7
O=C(CCCSc1nc2ccccc2s1)Nc1nccs1	0.1	-13	0.9	0.2	79*	-0.05	88*	1.4	3
CCSc1nc2ccccc2n1C(=O)c1ccc(S(=O)(=O)N2CCCCC2)cc1	0.7	·	1	0.8	19	0.53	26	·	·
CCN1CCN(C(=O)Cn2c(=O)sc3ccccc32)CC1	0.9	-15	0.9	0.9	12	·	10	1.1	-2
Cc1ccc(Cl)cc1N1CCN(C(=O)c2cc3c(=O)n(C)c4ccccc4c3n2C)CC1	0	86*	1.6	0.2	77*	·	98*	1.3	-7
COc1ccc(C(=O)NCc2cn3cccc(C)c3n2)cc1OC	1	-12	0.9	1.1	-14	·	-4	·	-4
O=C(Nc1ccc2c(c1)OCCO2)C1CCCN(S(=O)(=O)Cc2ccccc2)C1 (centres undefined)	0.9	6	1	0.7	26	0.02	14	1.1	0
CCCCn1c(=O)[nH]c(=O)c2c1ncn2Cc1ccco1	0.6	3	1.2	0.6	37	-0.06	42	·	1
C/C(CC1CC(COCC(C)C)OC1=O)=N\Nc1nc(-c2ccccc2)cs1 (centres undefined)	0.3	11	1	0.1	89*	-1.1	72*	·	-4
CCn1c(C)cc(/C=C2\NC(=O)N(CC(=O)Nc3cccc(C)c3)C2=O)c1C	0.6	-1	1.2	0.9	13	0.02	40	·	28
Cc1cc(C)cc(N=C(NO)c2cccc([N+](=O)[O-])c2)c1	0.7	17	1	0.7	28	-1.5	34	·	-3
Cc1ccccc1N1C(=O)C2ON(c3ccccc3)C(c3ccncc3)C2C1=O (centres undefined)	0.3	0	1.1	0.1	95*	-0.54	66*	1.1	-4
Cc1ccc2nc(SCCC(=O)O)cc(C)c2c1	0.9	4	1.2	1	1	0.38	9	1.1	-3
CCn1c(CNc2ccccc2Cl)nnc1SCC(=O)OC1CCCCC1	0.6	3	1.4	0.3	70*	1.2	45	1	-5
Cc1ccc2cc(C(c3nnnn3C3CCCC3)N(Cc3ccco3)Cc3cccs3)c(=O)[nH]c2c1 (centres undefined)	0.6	-2	1.6	0.5	49	2	42	1.2	-5
FC(F)(F)c1cc(-c2ccco2)nc(NCc2cccnc2)n1	0.3	·	1.2	0.2	85*	0.06	66*	1.2	·
Cc1cc(C)cc(Oc2nc(-c3ccccc3)cc(C)c2S(C)(=O)=O)c1	0.1	-10	1.4	0.5	52*	-1.6	89*	1	1
COC(=O)c1ccc(OC)c(CSc2nnc(COc3ccccc3)o2)c1	0.6	·	0.8	0.6	38	-2.1	38	1	·
O=C1C(=O)N(CCN2CCOCC2)C(c2ccccn2)/C1=C(/O)c1ccccc1 (centres undefined)	1	0	1.2	1	4	-0.04	0	1.1	0
Cc1ccc2nc(N3CCN(S(=O)(=O)c4ccc5c(c4)OCCO5)CC3)c(C#N)cc2c1	0.5	·	1	0.3	70*	-2.9	50*	1.1	·
O=C(O)CCCC(=O)OCCCCc1cccs1	1.1	0	1.3	1.2	-18	-1.5	-13	1.3	-4
Cc1cc(NC(=O)c2ccccc2F)n(-c2nc3ccccc3[nH]2)n1	0.7	-10	1.1	0.8	24	-2.1	28	1.1	-4
CCOC(=O)C1=C(N)Oc2cc(O)ccc2C1c1cccnc1 (centres undefined)	0.1	-11	1.1	0.1	89*	-2.1	90*	1.1	-2
O=C(NCC1COc2ccccc2O1)C1CCC(CNc2c(N3CCCCC3)c(=O)c2=O)CC1 (centres undefined)	0.6	0	1.8	0.7	34	·	44	1.1	2
O=C(Nc1cccc(NC(=O)c2ccc(-c3cccc(Br)c3)o2)c1)c1ccco1	0.4	·	1.2	0.5	54*	-2.6	60*	1.2	·
Cc1ccc(NC(=O)c2cc3nc(C)cc(C)n3n2)cc1	1	6	1.1	1	-4	-0.25	5	1	-2
COc1ccc(CCNc2cc(=O)[nH]c(N)n2)cc1	1.1	-8	1.1	1	3	0.98	-14	1.4	2
c1ccc(-n2ncc3c2ncn2c(C4CCCCC4)nnc32)cc1	0.9	2	0.9	1	-4	·	10	1.2	-4
COc1ccccc1NC(=S)NNC(=O)c1cc(C)nn1C	0.8	6	·	1	2	0.22	25	·	-4

A draw from above in order of length of the SMILES, descending:
SMILES	CYP2C9 activ	CD11b adhes inh	PLAP activator	CYP2C19 activ	CYP2C19 inhib	PTK2B oligo ant	CYP2C9 inhib	MT1-MMP txn act	CD11b adhes enh
Cc1ccc(-c2ccc(C3C(C#N)=C(N)Oc4n[nH]c(C)c43)o2)cc1 (centres undefined)	0.6	·	1.1	0.9	14	-0.51	38	1.4	·
O=C(C1CCC(=O)N1C1CCCCC1)N1CCN(c2ccc(F)cc2)CC1 (centres undefined)	1	-3	1.2	1	-3	-0.42	2	1.1	0
COc1ccc(C(=O)O/N=C(/C)c2cccs2)cc1	0.1	71*	0.9	0.5	48	0.12	91*	·	-7
COc1cccc(NC(=O)c2ocnc2C)c1	0.9	5	1	0.8	25	0.39	8	1.7	4

Next section:
SMILES	CYP2C9 activ	CD11b adhes inh	PLAP activator	CYP2C19 activ	CYP2C19 inhib	PTK2B oligo ant	CYP2C9 inhib	MT1-MMP txn act	CD11b adhes enh
COC(=O)c1ccc(NC(=O)c2ccc(C)cc2)o1	1	7	1.1	1	0	0.33	3	·	-2
O=C(Cn1nnc(-c2ccccc2-n2cnnn2)n1)N1CCCCC1	1.5	-5	1.2	1.2	-18	0.05	-51	1	1
O=C(NCc1nc2ccccc2[nH]1)c1cc2ccccc2oc1=O	0.7	3	1	0.8	21	1.4	32	1.1	-2
O=S(=O)(CCN(CCS(=O)(=O)C(F)(F)F)CC1CCCO1)C(F)(F)F (centres undefined)	1.1	16	1	1	3	-0.19	-9	1.1	0
CNC(=O)c1nn(-c2ccc(C)cc2)ccc1=O	1.2	-29	1.1	1.1	-8	0.25	-17	·	3
CCCc1nnc(NC(=O)CN2CCN(C)CC2)s1	1	-5	0.9	1.1	-13	1	1	·	-2
CCN(C1CCCCC1)S(=O)(=O)c1cn(C)c(=O)n(C)c1=O	0.9	-8	1.1	0.9	12	·	11	1.2	-2
CCc1c(C)nc2ccc(Br)cc2c1Cl	0.9	·	1	0.9	5	0.26	6	·	·
O=Cc1cc2ccccc2nc1SCc1ccc(Cl)cc1	0.7	12	0.9	0.8	18	-1.6	28	·	-4
CC(C)C(=O)Nc1ccc(Sc2ccc(F)cc2)cc1	0.8	·	0.8	0.6	38	-1	24	·	·
O=C(CS(=O)(=O)c1ccccc1)Nc1nc(-c2ccccc2)cs1	0	9	1.3	0.2	76*	-0.69	98*	1.2	3
CCn1c(SCC(=O)Nc2ccc(C(C)=O)cc2)nc2nc3c(cc2c1=O)CCCC3	0.3	0	1.4	0.6	42	-1.2	68*	·	4
CC(C)c1ccc2nc3sc(C(=O)N4CCc5ccccc5C4)c(N)c3cc2c1	0.5	·	1.3	0.9	9	-0.42	51*	·	·
Cc1c(Br)c([N+](=O)[O-])nn1CC(=O)Nc1sc2c(c1C(=O)OC(C)C)CCCC2	1.2	1	1	1.1	-15	3.5	-16	·	-6
COCc1nnc(NC(=O)CSc2ccccc2)s1	0.6	-8	1.1	0.3	67*	0.23	40	1.3	2
O=C(CSCc1ccccc1)NNC(=S)Nc1cccc(Cl)c1Cl	0.1	63	1	0.9	10	-1.2	87*	·	-7
